TDP1 cell CPT – qHTS for Inhibitors of human tyrosyl-DNA phosphodiesterase 1 (TDP1): qHTS in cells in presence of CPT. Potency, µM (titrated, usually from 46.2 µM), without a hit: top-dose activity change, negative = growth inhibition, most hits filed as inhibitors. 420,000 tested, 12% active. chicken DT40 Tdp1-/-;hTDP1 cells + 20 nM CPT, ATP luminescence, 48 h; further: nearly all actives have a fitted effect of over 55% in size
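Chicken DT40 Tdp1-/- cells stably complemented with human TDP1 were seeded at 400 cells/well in medium containing 20 nM camptothecin, exposed to pin-transferred compounds, and grown at 37 °C for at least 48 hr. Viability was read as ATP luminescence.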
KAT2A inh – qHTS Assay for Inhibitors of GCN5L2. Histone acetyltransferase KAT2A (Homo sapiens), Q92830. GCN5L2 HAT assay, ThioGlo1 CoA-SH fluorescence. AID 504327, 2011. 390,000 tested, 0.21% active. Potency, µM (top dose mostly 58.9 µM), inactives show top-dose activity change, negative = inhibition, hits mostly inhibitors
Target sequence (Q92830 whole entry, looked up): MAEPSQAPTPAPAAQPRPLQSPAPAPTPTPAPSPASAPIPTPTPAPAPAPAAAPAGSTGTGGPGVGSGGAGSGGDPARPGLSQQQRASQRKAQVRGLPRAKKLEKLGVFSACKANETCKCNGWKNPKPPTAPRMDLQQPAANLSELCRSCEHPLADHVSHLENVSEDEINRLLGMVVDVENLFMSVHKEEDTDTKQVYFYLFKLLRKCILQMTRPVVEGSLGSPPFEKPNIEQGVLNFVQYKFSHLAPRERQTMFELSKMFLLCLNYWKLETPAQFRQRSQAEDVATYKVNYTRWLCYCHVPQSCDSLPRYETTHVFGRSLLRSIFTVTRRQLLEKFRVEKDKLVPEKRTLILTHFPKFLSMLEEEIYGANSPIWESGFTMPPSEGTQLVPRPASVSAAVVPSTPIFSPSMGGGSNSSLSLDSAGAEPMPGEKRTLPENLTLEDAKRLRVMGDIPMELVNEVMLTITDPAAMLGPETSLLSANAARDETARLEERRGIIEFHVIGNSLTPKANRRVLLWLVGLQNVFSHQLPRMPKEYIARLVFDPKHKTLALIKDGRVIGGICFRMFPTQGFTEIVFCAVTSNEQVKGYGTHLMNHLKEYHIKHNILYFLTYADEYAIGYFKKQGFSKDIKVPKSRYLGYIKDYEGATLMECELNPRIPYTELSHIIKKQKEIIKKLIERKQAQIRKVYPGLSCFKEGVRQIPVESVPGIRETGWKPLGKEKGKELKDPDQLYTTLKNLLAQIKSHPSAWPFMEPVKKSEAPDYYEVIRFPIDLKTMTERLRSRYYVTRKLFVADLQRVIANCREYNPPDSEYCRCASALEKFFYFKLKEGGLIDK
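GCN5L2 (20 nM) in 50mM HEPES pH 7.5, 0.1mM EDTA, 0.01% Tween-20 preincubated 15 min with compounds at room temperature. Reaction started with H3(1-25) 75uM, acetyl-CoA 70uM, ThioGlo1 50uM; CoA-thiol fluorescence (Ex340/Em540) read at 0 and 20 min.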
TDP1 cell noCPT – qHTS for Inhibitors of human tyrosyl-DNA phosphodiesterase 1 (TDP1): qHTS in cells in absence of CPT | DT40 Tdp1-/- hTDP1 cells, no CPT, ATP luminescence, 48 h | Potency, µM (highest dose often 46.2 µM), for inactives: at the top dose activity change, negative = growth inhibition, hits mostly inhibitors | 420,000 tested, 15% active | AID 686978, 2013; further: nearly all actives have a fitted effect of over 55% in size
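Chicken DT40 Tdp1-/- cells stably complemented with human TDP1 were seeded at 400 cells/well with DMSO in place of 20 nM camptothecin. After compound pinning, cells grew at least 48 hr at 37 °C; viability read by CellTiter-Glo luminescence.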
Active calls of the source: *; ? = inconclusive; . = no result given; [ ] = dose if it differs, or a comment. The call rests on the fitted dose curve; in most records, active means well fitted curve in the direction sought with a large enough effect; inconclusive means small, poorly fitted or top-dose-only effect, or another doubt; inactive means no such curve, though single readings can be large; an effect the other way counts as inactive or inconclusive. On the % scale 0 is the no-effect control and ±100 the full control effect; potency means the concentration at half of the fitted maximal effect.

Order of values: TDP1 cell CPT, KAT2A inh, TDP1 cell noCPT
COc1ccc(-n2cc(C(=O)NC(C)c3ccccc3)c3ccccc3c2=O)cc1 (stereo unspecified)
 : 18.4µM*, -20.0%, ?
CC(=O)Nc1cccc(C(=O)OCC(=O)c2ccc3c(c2)OCO3)c1
 : -0.9%, -4.1%, -25.7%
Cc1ccc2c(=O)cc(CSc3ncn[nH]3)[nH]c2c1C
 : ?, -2.3%, ?
CCOC(=O)c1c(C)n(-c2ccccc2)c2ccc(OC(=O)c3cc(OC)cc(OC)c3)cc12
 : ?, -5.3%, 20.6µM*
NC(=S)C1COc2ccccc2O1 (stereo unspecified)
 : -1.0%, -3.0%, -5.7%
CC(C)Oc1ccc(C(=O)NC(=S)Nc2ccc(Cl)c(C(=O)O)c2)cc1
 : ?, -2.1%, -3.7%
CCN1CCN(CCCNC(=O)CCc2nc(-c3ccc(OC)cc3)no2)CC1
 : -13.4%, -3.7%, 2.6%
CCOC(=O)N1CCC(NC(=O)CCC(=O)N2CC(C)Oc3ccc(C)cc32)CC1 (stereo unspecified)
 : ?, -3.6%, ?
CC(C)(CO)Nc1ccc([N+](=O)[O-])cc1[N+](=O)[O-]
 : 0.2%, -14.5%, -19.3%
CC(=O)Nc1ccc(S(=O)(=O)NN=c2sc3ccccc3n2C)cc1N
 : -15.7%, ., ?
CCS(=O)(=O)n1nc(-c2ccc(Cl)cc2)nc1SCc1ccccc1
 : ?, -13.6%, ?
CCOC(=O)c1c(-c2ccccc2Cl)csc1NC(=O)c1cc(S(=O)(=O)N2CCOCC2)ccc1C
 : 10.3µM*, -8.9%, 7.31µM*
Cc1nc2c(-c3ccc(Cl)cc3)cnn2c2c1CCC2
 : 0.5%, -4.8%, -1.9%
Cc1ccc(S(=O)(=O)N(C)C)cc1NC(=O)c1n[nH]c(=O)c2ccccc12
 : 18.4µM*, -19.9%, 23.1µM*
Cc1ccc(Nc2nnc(SCC(=O)c3ccc(Br)s3)s2)c(C)c1
 : -6.8%, -1.8%, ?
Cc1ccccc1CNC(=O)C1CCN(c2nnc(-n3c(C)ccc3C)s2)CC1
 : 16.4µM*, 3.8%, ?
COc1ccc(CN(C(=O)c2snc(C(N)=O)c2N)C(C(=O)NC2CCCC2)c2ccc(OC)c(OC)c2)cc1 (stereo unspecified)
 : ?, -6.5%, ?
CCN(CC)C(=O)c1cncc(C(=O)N(CC)CC)c1-c1ccccc1
 : 4.2%, -2.1%, 1.4%
O=C(COC(=O)CCc1c[nH]c2ccccc12)NC1CCS(=O)(=O)C1 (stereo unspecified)
 : -17.0%, 3.2%, -25.4%
N#Cc1cccc(S(=O)(=O)NCC(=O)OCC(=O)NCc2ccccc2)c1
 : 4.1%, 1.7%, 12.6%
COc1ccc(S(=O)(=O)NCCN2CCNC2=O)cc1OC
 : -1.2%, -3.3%, -11.8%
O=C(c1ccco1)N1CCC[C@@]2(CCN(c3ccccc3)C2)C1
 : ?, -8.3%, ?
Cc1ccc(Cl)cc1NC(=O)Cn1cccc1
 : -7.0%, -0.3%, -2.1%
CCOC(=O)c1nn2c(C(F)(F)F)cc(-c3ccc(C)cc3)nc2c1Cl
 : 0.3%, -21.5%, -13.3%
COc1ccc(CCNC(=O)C2CCN(S(=O)(=O)c3ccc(Cl)cc3)CC2)cc1OC
 : ?, 0.9%, ?
CCOC(=O)N1CCN(C(=O)C2CC(c3ccc(F)cc3)=NO2)CC1 (stereo unspecified)
 : 22.8%, -4.9%, -2.5%
CCC1(OC(=O)CN(C)C)C(=O)OCc2c1cc1n(c2=O)Cc2cc3c(N)cccc3nc2-1 (stereo unspecified)
 : 0.164µM*, ., 0.184µM*
CCc1noc(C)c1C(=O)Nc1ccc(S(=O)(=O)N2CCC(C)CC2)cc1
 : ?, -0.3%, ?
Cc1ccc(-c2cc(C(=O)O)c3sc(N4CCCCC4)nc3n2)cc1
 : -9.7%, -16.5%, -10.7%
Cc1ccc(S(=O)(=O)Cn2nnnc2C(c2ccccc2)N2CCN(c3ccccc3)CC2)cc1 (stereo unspecified)
 : -8.9%, -10.6%, -24.3%
COc1ccccc1C(=O)N/N=C(\C)c1cccnc1
 : -1.2%, ., 5.7%
COc1ccc(CCNC(=O)COC(=O)c2ccccn2)cc1
 : 0.9%, 2.2%, -13.2%
NC(=O)Cc1ccc2c(c1)[nH]c1ccccc12
 : 14.2%, -6.4%, -1.6%
O=C(c1ccc(Cl)cc1)N1CCN(S(=O)(=O)/C=C/c2ccccc2)CC1
 : ?, -4.5%, 20.6µM*
CS/C(=N\N(C)C(N)=O)c1ccccc1
 : 1.0%, 1.7%, 6.8%
CC1(NC(=O)CC(c2ccccc2)(c2ccccc2)c2ccccc2)CCN(Cc2ccc(-c3ccccc3)cc2)C1=O (stereo unspecified)
 : ?, -3.2%, ?
COC(=O)c1ccc(S(=O)(=O)N2CCc3ccccc3C2)cc1
 : 3.0%, 0.2%, -27.5%
COc1ccc(N2CCN(CCNC(=O)Nc3ccc(C)cc3Cl)CC2)cc1
 : ?, -0.4%, ?
CCOC(=O)N1CCN(C(=O)CN(Cc2ccc(Cl)cc2)S(C)(=O)=O)CC1
 : 4.9%, -2.2%, 3.1%
COCCNc1nc2ccccc2nc1NS(=O)(=O)c1ccc(C)cc1C
 : -5.2%, -2.1%, 2.6%
O=C(OCC(=O)N1CCCC1)c1cc2c(cc1[N+](=O)[O-])OCCO2
 : -11.6%, -6.1%, -0.1%
COc1ccccc1NC(=O)C(C)Nc1ccc(C)c(Cl)c1 (stereo unspecified)
 : -15.3%, -10.1%, ?
COc1ccc(N(C)S(=O)(=O)c2cccc(C(=O)OCC(=O)c3c(N)n(C)c(=O)n(C)c3=O)c2)cc1
 : 23.1µM*, -1.5%, 13µM*
CCn1c(SCC(=O)Nc2ccccc2C(=O)OC)nnc1-c1cccc(C)c1
 : ?, -8.6%, -24.0%
CC(=O)c1c(C)[nH]c(C(=O)OCC(=O)Nc2ccc3c(c2)OCCO3)c1C
 : ?, -2.0%, 20.6µM*
Cc1nn(-c2nc(-c3ccco3)cc(C(F)(F)F)n2)c(C)c1Cl
 : 14.7%, -8.8%, -3.7%
O=C(O)CC(NC(=O)C1c2ccccc2Oc2ccccc21)c1ccc(Cl)cc1 (stereo unspecified)
 : -20.4%, 23.8%, 2.1%
CC(CCN1CCC(CN2C(=O)C(=O)NC[C@@H]2Cc2ccccc2)CC1)c1ccccc1 (stereo partly specified)
 : 8.8%, ., 0.4%
O=S(=O)(Nc1cccc(S(=O)(=O)N2CCCCCC2)c1)c1ccc(F)cc1F
 : 7.2%, -7.0%, 8.8%
CC(C)Sc1ncc(Cl)c(C(=O)Nc2ccc(S(=O)(=O)Nc3ncccn3)cc2)n1
 : ?, -5.3%, -15.9%
COc1ccc(C(CC(=O)O)NS(=O)(=O)c2ccc3c(c2)NC(=O)CO3)cc1 (stereo unspecified)
 : -20.2%, -3.6%, 9.3%
CC12CCC(=O)N1C(C(=O)Nc1ccccc1N1CCCC1)CS2 (stereo unspecified)
 : 2.4%, ., ?
Cc1cc(C)n2c(SCc3ccc(Cl)cc3Cl)nnc2n1
 : ?, -1.5%, 18.4µM*
CCOC(=O)C1(CCc2ccccc2)CCN(C(=O)C2CCCO2)CC1 (stereo unspecified)
 : -15.3%, -2.1%, ?
COc1cc(NC(=O)Cn2c(=O)n(CC3CCC(C(=O)NCCc4ccccc4)CC3)c(=O)c3ccccc32)cc(OC)c1 (stereo unspecified)
 : 11.6µM*, 1.5%, ?
COc1cccc(NC(=O)C2(C)CCN2C(C)C)c1OC (stereo unspecified)
 : -30.9%, ., ?
COc1ccc2[nH]c(=O)c(CN(Cc3cccnc3)C(=O)Nc3ccccc3)cc2c1
 : ?, -6.2%, ?
CSc1cccc(NC(=O)CSc2ccc(C)cc2)c1
 : -4.0%, 3.5%, -24.8%
CCOC(=O)c1cc(-c2ccc(F)cc2)n(CCC(=O)Nc2ccccc2OC)c1C
 : ?, -3.0%, 20.6µM*
Nc1nc(SCC(=O)c2ccc(Br)s2)n[nH]1
 : -4.9%, 1.5%, 7.9%

Four entries from above, with bars between the fields:
Molecule | TDP1 cell CPT | KAT2A inh | TDP1 cell noCPT
CC(=O)c1c(C)[nH]c(C(=O)OCC(=O)Nc2ccc3c(c2)OCCO3)c1C | ? | -2.0% | 20.6µM*
Cc1nn(-c2nc(-c3ccco3)cc(C(F)(F)F)n2)c(C)c1Cl | 14.7% | -8.8% | -3.7%
O=C(O)CC(NC(=O)C1c2ccccc2Oc2ccccc21)c1ccc(Cl)cc1 (stereo unspecified) | -20.4% | 23.8% | 2.1%
CC(CCN1CCC(CN2C(=O)C(=O)NC[C@@H]2Cc2ccccc2)CC1)c1ccccc1 (stereo partly specified) | 8.8% | . | 0.4%

Next part.
Order of values: TDP1 cell CPT, KAT2A inh, TDP1 cell noCPT
CC(C)SCc1nc2ccccc2[nH]1
 : -23.5%, -1.0%, -3.3%
COc1ccc(C(CNC(=O)c2cccc(S(=O)(=O)NCc3ccccc3)c2)N2CCOCC2)cc1 (stereo unspecified)
 : ?, -3.7%, 20.6µM*
CN(C)C(=O)Nc1ccc(F)cc1F
 : -8.9%, ., 5.8%
CC(=O)Nc1ccc2c(c1)nc(CN1CCCC1)n2C
 : -3.9%, 2.5%, -11.6%
CC(C(=O)NCc1ccc(Cl)cc1)n1ccc2cc(S(=O)(=O)N3CCCCCC3)ccc21 (stereo unspecified)
 : ?, 2.1%, 18.4µM*
Cc1cccc(C)c1Nc1nnc(SC/C(O)=C(\C#N)c2nc3ccccc3[nH]2)s1
 : 1.7%, -13.2%, -16.7%
CSc1ccc(NC(=O)C2(C)CCN2C(=O)c2ccccc2CCc2ccccc2)cc1 (stereo unspecified)
 : ?, ., ?
Cc1cccc(OCC(=O)Nc2ccc3c(c2)nc(CCN2CCC(C)CC2)n3C)c1
 : ?, -3.4%, ?
O=C(Cn1cnc2ccccc2c1=O)N1CCN(Cc2ccc3c(c2)OCO3)CC1
 : -11.2%, -3.4%, -26.0%
CN(C)c1ccc(/C=C2\CCc3cc(N)ccc32)cc1
 : 4.6%, ., -27.9%
Cn1c(=O)n(C)c2cc(S(=O)(=O)Nc3cc(Cl)ccc3O)ccc21
 : -1.1%, 3.9%, -29.9%
CCS(=O)(=O)CCSc1nc(-c2ccc(Br)cc2)cc(-c2ccccc2)c1C#N
 : -14.5%, -4.1%, -13.6%
O=Cc1coc2ccc3ccccc3c2c1=O
 : -0.5%, -0.1%, -14.4%
CCOc1ccc(NC2=C(Cl)C(=O)N(Cc3ccccc3)C2=O)cc1
 : ?, 11.6%, ?
O[C@H]1C[C@H](c2ccccc2)N(Cc2cccs2)C[C@@H]1n1cc(-c2ccc(F)cc2)nn1
 : 23.1µM*, ., 23.1µM*
Cc1cc2nnc(SC3CCOC3=O)n2c2ccccc12 (stereo unspecified)
 : -0.7%, 0.1%, 0.6%
COc1ccccc1NC(=O)Cn1c(=O)n(CCc2ccccc2)c(=O)c2sc3ccccc3c21
 : -27.6%, 1.5%, ?
CN(C)c1ccc(CNC(=O)C2(C)Cc3c(-c4ccccc4)ccnc3O2)cc1 (stereo unspecified)
 : ?, ., ?
C[C@@H]1CN([C@@H](C)CO)C(=O)c2cc(NC(=O)CCN3CCOCC3)ccc2O[C@@H]1CN(C)C(=O)Nc1ccccc1
 : 2.5%, 0.0%, 10.2%
O=C(CN(C(=O)CCC(=O)Nc1nccs1)c1ccccc1F)NCc1ccc(F)cc1
 : 0.0%, -4.0%, -20.7%
COc1ccc(C(=O)Nn2c(SCC(=O)NC3CCCCC3)nc3ccccc3c2=O)cc1
 : 2.4%, -6.2%[0.501 µM], -14.7%
Nc1ccc(Oc2ccc(N)c([N+](=O)[O-])c2)cc1[N+](=O)[O-]
 : -0.2%, ., ?
Cn1ccc(-c2cc(C(=O)O)c3ccccc3n2)n1
 : -2.4%, -4.7%, -2.4%
CCC(Sc1nc2ccccc2c2nc(CCc3c(C)n[nH]c3C)nn12)C(=O)Nc1ccccc1F (stereo unspecified)
 : -2.5%, -0.8%, -0.5%
CN(C)Cc1cc(O)c(CN(C)C)cc1O
 : 2.59µM*, -9.2%, 3.66µM*
COc1cc(/C=N/NC(=O)c2cc(-c3ccccc3Cl)nc3ccccc23)cc(OC)c1O
 : ?, ., 6.51µM*

Part of the list above, reduced to TDP1 cell CPT.
smiles	TDP1 cell CPT
COc1ccc(C(=O)Nn2c(SCC(=O)NC3CCCCC3)nc3ccccc3c2=O)cc1	2.4%
CCC(Sc1nc2ccccc2c2nc(CCc3c(C)n[nH]c3C)nn12)C(=O)Nc1ccccc1F (stereo unspecified)	-2.5%
CN(C)Cc1cc(O)c(CN(C)C)cc1O	2.59µM*

Screens from PubChem BioAssay.
